Screens (PubChem)
Giardia FBPA inh – qHTS Assay for Inhibitors of Fructose-1,6-bisphosphate Aldolase from Giardia Lamblia; A8B2U2; purified Giardia FBPA; Potency, µM (doses to about 59.6 µM), for the others: at the highest dose activity, negative = inhibition, hits mostly inhibitors; actives 0.71% (n = 290,000); AID 2451, 2010; further: potency means the concentration at half of the fitted maximal effect; nearly all actives have a fitted effect of over 55% in size
Target sequence (A8B2U2 whole entry, looked up): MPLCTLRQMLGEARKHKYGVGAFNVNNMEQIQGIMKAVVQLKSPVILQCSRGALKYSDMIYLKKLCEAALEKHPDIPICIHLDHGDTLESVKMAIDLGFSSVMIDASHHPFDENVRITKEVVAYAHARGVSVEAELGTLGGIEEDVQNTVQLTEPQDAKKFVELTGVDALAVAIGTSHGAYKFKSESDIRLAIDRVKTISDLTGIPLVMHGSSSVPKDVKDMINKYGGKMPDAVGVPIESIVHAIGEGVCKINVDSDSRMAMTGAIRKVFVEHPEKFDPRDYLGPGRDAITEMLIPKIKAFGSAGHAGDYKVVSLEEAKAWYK
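Giardia FBPA (40 nM reagent) was preincubated 10 min at RT with compound (up to 57.5 uM final), then substrate plus GAPDH/TPI/NAD/arsenate coupling system with diaphorase/resazurin was added; resorufin fluorescence (525/598 nm) was read after 20 min.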
HCMV inh – qHTS Assay for inhibitors of the human cytomegalovirus (HCMV); HFF cells, HCMV-luciferase reporter, 72 h; stronger effect = lower value; activity change, negative = inhibition, % at 57.5 µM; actives 4.5% (n = 410,000); AID 1259415, 2018; in the data active means activity change below about -60%; inconclusive means no clear call, values can overlap the other calls; inactive means above about -39%
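After 16 h attachment at 37C, HFF cells received test compound and HCMV-luciferase (1 PFU/cell); reporter luminescence read 72 h later, data normalized against buffer-only and known inhibitor Salinomycin.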
AmpC detergent – qHTS Inhibitors of AmpC Beta-Lactamase (assay with detergent) | AmpC hydrolysis of nitrocefin, absorbance 480 nm, 0.01% Triton | Potency, µM (titrated, usually from 114 µM), for the others: at the highest dose activity change, negative = inhibition, actives largely listed as inhibitors | actives 0.041% (n = 370,000);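 further: potency means the concentration at half of the fitted maximal effect; 0% = no-compound wells and -100% = no-enzyme wells; nearly all actives have a fitted effect of over 25% in size; some results filed as inactive show a strong effect at the top dose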
Target sequence (P00811 whole entry, looked up): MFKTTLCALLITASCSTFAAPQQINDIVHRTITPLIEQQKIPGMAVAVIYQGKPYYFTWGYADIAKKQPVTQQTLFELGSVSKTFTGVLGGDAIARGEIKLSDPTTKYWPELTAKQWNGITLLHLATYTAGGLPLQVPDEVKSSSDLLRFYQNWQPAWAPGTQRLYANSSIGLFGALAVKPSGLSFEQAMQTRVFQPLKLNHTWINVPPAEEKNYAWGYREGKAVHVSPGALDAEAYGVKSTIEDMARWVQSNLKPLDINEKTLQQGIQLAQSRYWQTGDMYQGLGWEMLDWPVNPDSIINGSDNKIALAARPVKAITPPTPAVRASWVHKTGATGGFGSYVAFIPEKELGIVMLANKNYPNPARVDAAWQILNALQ
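20 mM phosphate pH 7.0 + 0.01% (detergent screen) or 0.0001% Triton X-100; 5.3 nM AmpC reagent; cpd preinc 15 min RT; nitrocefin (800 uM stock) to start; A480 q20 s × 4 min; Activity was normalised to no-enzyme and no-compound control wells.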
HCV inh – qHTS Assay for Inhibitors of Hepatitis C Virus (HCV); Huh7.5.1 HCVcc-Cre infection, luciferase reporter, 44 h; Potency, µM (series often up to 41.8 µM), for the others: at the top dose activity change, negative = inhibition, hits mostly inhibitors; actives 3.4% (n = 340,000); AID 651820, 2012; further: potency means the concentration at half of the fitted maximal effect
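After 44 h co-culture of compound, cells and HCVcc-Cre (~0.5 moi), substrate is added for 15 min at room temperature and luciferase measured over 15 sec. Cells were seeded at 1,000/well and pre-cultured 4 h.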
Sm TGR inh – qHTS Assay for the Inhibitors of Schistosoma Mansoni Peroxiredoxins; Schistosoma mansoni thioredoxin glutathione reductase (TGR), Q962Y6; Potency, µM (highest dose often 114 µM), without a hit: at the top dose activity change, negative = inhibition, actives largely listed as inhibitors; actives 3% (n = 360,000); purified TGR, DTNB reduction, TNB absorbance 405 nm; further: potency means the concentration at half of the fitted maximal effect; nearly all actives have a fitted effect of over 60% in size
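First, TGR (20 nM dispensed) and NADPH were mixed with compound. Second, a 15 min room-temperature incubation followed. Third, further NADPH and then DTNB were added to start the reaction. Finally, TNB absorbance was monitored kinetically.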
AMA1 RON2 block – qHTS for Inhibitors of AMA1-RON; Towards Development of Antimalarial Drug Lead: Primary Screen. Potency, µM (top dose mostly 58.2 µM), without a hit: at the highest dose activity change, negative = inhibition, usual class: inhibitors. actives 0.2% (n = 360,000). AID 720542, 2013. AlphaScreen AMA1-biotinylated RON2 peptide binding. Plasmodium falciparum AMA1 (3D7) - RON2 peptide interaction;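 further: potency means the concentration at half of the fitted maximal effect; 0% = vehicle wells and -100% = peptide control; nearly all actives have a fitted effect of over 45% in size; some results filed as inactive show a strong effect at the top dose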
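AMA1 (3D7) with his tag at 25 nM final met compounds first, then biotinylated RON2 peptide at 25 nM; detection used donor plus acceptor beads, 10 µg/mL apiece, read by AlphaScreen after 30 min at room temperature.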
The depositor's hits bear a star; ? = inconclusive; . = not tested or not shown; & = joins results of further samples; [ ] = dose if it differs, or a comment. Unless noted, the call rests on the fitted dose curve; in most records, active means well fitted curve in the direction sought with a large enough effect; inconclusive means small, poorly fitted or top-dose-only effect, or another doubt; inactive means no such curve, though single readings can be large; an effect the other way counts as inactive or inconclusive. Unless noted, on the % scale 0 is the no-effect control and ±100 the full control effect.

Molecule	Sm TGR inh	Giardia FBPA inh	HCV inh	AMA1 RON2 block	AmpC detergent	HCMV inh
Cc1cc(-c2ccc3c(c2)COc2c4ccccc4nn2-3)on1	.	.	31%[activator]	4%	.	145
CCN(C(=O)c1ccnc(C(C)(C)C)c1)c1ccccc1	-9%	8%	-5%	1%	0%	-18
S=C(S)N1CCCC1	-5%	13µM*	?	2%	?	-36
CC(=O)c1c(Cl)nc2ccc(Br)cc2c1-c1ccccc1	-5%	8%	?	-1%	-12%	-9
COc1ccc2ccc(OCC(=O)N3c4ccccc4NC(=O)CC3C)cc2c1 (stereo unspecified)	-28%	.	1%	7%	-2%	-37
COc1ccc(-c2cc(C(=O)OCC(=O)NC3CC3)c3ccccc3n2)cc1OC	.	.	-14%	13%	.	-15
CC(=O)c1cccc(N(CC(=O)NC2CCCCC2)C(=O)CCC(=O)Nc2nc(C)cs2)c1	-12%	.	2%	0%	1%	-22
CCCCOC(=O)n1c(=S)oc2cc(Cl)ccc21	-6%	0%	-2%	-6%	-5%	-29
CCOC(=O)/C=c1\s/c(=C\c2ccc3c(c2)OCCO3)c(=O)n1CC(=O)NCC1CCCO1 (stereo unspecified)	1%	7%	-6%	-9%	-14%	12
Cc1cc2c(cc1S(=O)(=O)CCC(=O)N(C)Cc1ccccc1)OCC(=O)N2	-6%&-1%	10%	14%	8%	?	-1&-8
Fc1ccc(/C=N/Nc2nnnn2-c2ccccc2)cc1	.	1%	2%	-3%	2%	-24
COc1ccc(-c2nc(CN3CCC(c4ccccc4)CC3)c(C)o2)cc1OC	?	1%	?	-5%	1%	-65*
O=C(O)c1ccc(NC(=O)c2cccc(NC(=O)c3cccs3)c2)cc1	-6%	-4%	33%[activator]	8%	-2%	.
COc1ccc(C)cc1NCC(=O)Nc1ccc(C(C)(C)C)cc1	-8%	-10%	-23%	?	-5%	-9
COc1cc(C(=O)Nc2cc(C(F)(F)F)ccc2N2CCOCC2)ccc1OCC(=O)N1CCOCC1	4%	.	?	6%	0%	-36
Cc1c(C2N3CC4(C)CN2CC(C)(C3)C4=O)c2ccccc2n1C (stereo unspecified)	5%	0%	4%	-3%	-16%	3
CCOc1c(C)cnc2c1c(=O)n(Cc1cccc(Cl)c1)c(=O)n2C	4%	5%	-16%	10%	1%	-26
CCOc1ncccc1C(=O)OCC(=O)Nc1c(C)cccc1C	1%	2%	2%	?	-1%	-10
COc1cc(C2C(C#N)=C(C)NC3=C2C(=O)CC(C)(C)C3)ccc1OCCO (stereo unspecified)	-2%	0%	?	-1%	-13%	-16
Cc1nn(-c2ccccc2)c(C)c1C(=O)OCC(=O)N(C)C1CCS(=O)(=O)C1 (stereo unspecified)	2%	5%	17%	4%	-11%	89
C=CCN(Cc1ccco1)S(=O)(=O)c1ccc(Cl)cc1	-19%	-8%	-9%	-3%	4%	2
O=c1o[nH]c(-c2ccccc2)c1N=Nc1c(F)cccc1Cl	-15%	-7%	5%	-14%	-8%	-13
CC(C)CCNC(=O)CN1C(=O)CSc2ccc(S(=O)(=O)N3CCCCC3)cc21	1%	.	.	.	-5%	-21
COC(=O)c1oc2ccccc2c1-n1cccc1	5%	3%	0%	?	2%	38
Cc1ccc(NC(=O)Cn2c(C)cc(C)c(C#N)c2=O)cc1	2%	.	.	.	12%	-8
CCN(CC)C(=O)Cn1c(SCCOc2ccc(Cl)cc2)nc2ccccc21	0%	.	.	.	-5%	-6
C/C(=N\OCC(=O)Nc1ccccc1C(=O)O)c1cccs1	-7%	?	21%	-2%	-1%	-24
COc1ccc(S(=O)(=O)N2CC=C(C(=O)Nc3ccc(NC(C)=O)cc3)CC2)cc1	-8%	0%	10%	-20%	?	6
C=CCn1cnc2c(c1=O)c1nc3ccccc3nc1n2-c1ccccc1	1%[11.4 µM]	3%	.	.	1%	.
CCc1ccc(S(=O)(=O)N/N=C\c2ccc3c(c2)OCO3)cc1	-7%	.	?	-7%	1%	?
O=C(c1cccs1)N1CCN(Cc2cccnc2)CC1	?	-15%	-3%	?	?	2
C/C(=N\NC(=O)C(N)=O)c1cccc(C(F)(F)F)c1	8%	-1%	-12%	1%	-2%	-7
CN(CCO)CCOCCOc1cccc2ccccc12	17%	?	-6%	-19%	5%	19
COC(=O)C(NC(=O)C(C)NC(=O)OCc1ccccc1)C(C)C (stereo unspecified)	-5%	2%	5%	-11%	0%	24
CCCc1nc2ccccc2n1C(=S)SC	0%	2%	-6%	?	1%	1
NC(=O)c1ccccc1NC(=O)CCCc1ccccc1	3%	-1%	-7%	-6%	-12%	-20
O=C(CN1C(=O)NC2(CCc3ccccc32)C1=O)c1ccc(F)c(F)c1 (stereo unspecified)	-2%	.	11%	9%	?	-36
CC(NC(=O)COC(=O)c1cc(NS(=O)(=O)c2ccc(Cl)c([N+](=O)[O-])c2)ccc1O)C1CC2CCC1C2 (stereo unspecified)	-6%	4%	?	-6%	10%	?
NC(=O)COC(=O)c1cccc(S(=O)(=O)N2CCN(c3ccc(F)cc3)CC2)c1	-2%	-1%	6%	-2%	4%	9
COc1ccc(N(C(=O)CNC(=O)c2ccco2)C(C(=O)NC2CCCC2)c2ccncc2)cc1 (stereo unspecified)	.	5%	-28%	-2%	-3%	-10
CC(=O)c1ccc(NC(=S)Nc2cccc3ccccc23)cc1	?	-22%	-20%	96%[activator]	?	-5
Cc1ccc(-n2c3c(c(O)c(-c4ccccc4)c2=O)C(=O)CC(C)(C)C3)cc1	0%	4%	27%	-3%	-16%	-34
O=C(Nc1cccc2nsnc12)c1ccc(-c2ccc(Br)cc2)o1	35µM*	?	18%	7%	-2%	11
Cc1cccc(-n2ncc3c2CCCC3NC(=O)Cc2c(C)noc2C)c1C (stereo unspecified)	13%	1%	8.9µM*	-2%	-7%	?
Cn1c2c(c(=O)[nH]c1=O)C(c1cccc(O)c1)C1=C(N2)c2ccccc2C1=O (stereo unspecified)	-1%	-16%	?	5%	2%	-100*
CN(CC(=O)Nc1ccc(S(N)(=O)=O)cc1)c1ccccc1	2%	1%	-12%	-10%	-10%	-13
FC(F)(F)c1nc(-c2cccnc2)ncc1-c1nnnn1-c1ccccc1	0%	0%	?	-5%	2%	-26
Clc1ccc(-c2nnc(-c3ccco3)nc2N2CCCCC2)cc1	2.8µM*	-25%	-26%	-6%	-8%	?
CCOC(=O)Cc1csc(SCC(=O)Nc2nccs2)n1	-3%	.	20%	19%	?	-2
COC(=O)c1ccc(OCC2c3cc(OC)c(OC)cc3CCN2C(=O)Cc2ccc(OC)c(OC)c2)cc1 (stereo unspecified)	-6%	.	.	.	-5%	-1
Cc1cc(N2CC(C(=O)O)CC2=O)ccc1Br (stereo unspecified)	7%	7%	6%	-2%	0%	-4
COc1ccccc1NCCC(=O)O	-1%	0%	-2%	-14%	0%	0
COc1cc(C2C3=C(COC3=O)Oc3cc4c(cc32)OCO4)cc(OC)c1OC (stereo unspecified)	.	.	?	15%	.	-84*
COc1ccccc1NC(=O)C1=C(C)NC(SCC(=O)c2ccccc2)=C(C#N)C1c1ccco1 (stereo unspecified)	-1%	-12%	7.9µM*	-11%	?	.
COc1ccccc1N1C(=O)C2C3C=CC(CC3)C2C1=O (stereo unspecified)	-16%	3%	0%	22%	-12%	8
O=C(COc1ccccc1)NC(=S)N1CCc2ccccc21	0%	-7%	13%	26%	?	31

Sorted by number of heavy atoms (low to high): part of the list above
Molecule	Sm TGR inh	Giardia FBPA inh	HCV inh	AMA1 RON2 block	AmpC detergent	HCMV inh
Cc1cc(N2CC(C(=O)O)CC2=O)ccc1Br (stereo unspecified)	7%	7%	6%	-2%	0%	-4
O=C(COc1ccccc1)NC(=S)N1CCc2ccccc21	0%	-7%	13%	26%	?	31
COC(=O)c1ccc(OCC2c3cc(OC)c(OC)cc3CCN2C(=O)Cc2ccc(OC)c(OC)c2)cc1 (stereo unspecified)	-6%	.	.	.	-5%	-1

(continued)
Molecule	Sm TGR inh	Giardia FBPA inh	HCV inh	AMA1 RON2 block	AmpC detergent	HCMV inh
CN(C)S(=O)(=O)c1cccc(NC(=O)COC(=O)c2c[nH]c(=O)[nH]c2=O)c1	2%	-9%	11%	22%	-5%	69
Cc1cccc(N2CCN(C(=O)[C@H](C)N3C(=O)C4CC=CCC4C3=O)CC2)c1C (stereo partly specified)	.	.	-23%	-6%	.	-9
COc1ccc(C(=O)CN2C(=O)NC3(CCc4ccccc43)C2=O)c(OC)c1 (stereo unspecified)	-4%	.	5%	2%	?	-27
CCN(C(=O)COC(=O)/C=C/c1cccc(Cl)c1)c1c(N)n(Cc2ccccc2)c(=O)[nH]c1=O	4%	.	-21%	5%	-5%	9
COc1ccc(OC)c(NC(=O)Cn2nc3c(cc2=O)CCCC3)c1	0%	.	.	.	2%	6
O=C(NN1CCN(Cc2ccccc2)CC1)c1ccc(Cl)cc1	7%	-2%	-10%	4%	-6%	-24
CCN(CC)c1ccc(N2C(=O)/C(=C/c3ccccn3)SC2=S)cc1	-12%	3%	3%	?	-4%	-16
COP(=O)(OC)C(Nc1ccc(C)cc1)c1ccc(Br)cc1 (stereo unspecified)	.	.	-4%	7%	.	41
O=Cc1cn(CC(O)Cn2cc(C=O)c3ccccc32)c2ccccc12	3%	-9%	-6%	3%	-2%	77
COc1cccc(NC(=O)CCN2CCC(C(N)=O)CC2)c1	-7%	14%	10%	-5%	-8%	-22
O=C(CN1CCC(O)(c2ccccc2F)CC1)NCCc1c[nH]c2ccccc12	7%	5%	?	-3%	?	-32
C#CCOCCOCCOCCNc1nc(N2CCN(C(=O)[C@H]([C@@H](C)CC)n3cc(CCC(=O)O)nn3)CC2)nc(N2CCN(C(=O)[C@H](Cc3ccc(O)cc3)n3cc(CCO)nn3)CC2)n1	.	.	-7%[8.37 µM]	-10%	.	17
Cc1ccc(CC(=O)Nc2cccc(S(=O)(=O)N3CCOCC3)c2)cc1	2%	.	-22%	3%	-8%	25
COc1cc([N+](=O)[O-])ccc1NC(=O)Oc1ccc(NC(C)=O)cc1	-10%	2%	?	0%	-12%	-39
CCC(=O)Nc1sc2c(c1C#N)CCCCC2	4%	-7%	?	0%	?	-2
CN(C)c1cccc2c(S(=O)(=O)N3CCCC3)cccc12	0%	-7%	3%	44%[activator]	-1%	-6

Copied from the list:
HCMV inh with `O=Cc1cn(CC(O)Cn2cc(C=O)c3ccccc32)c2ccccc12` is entered as 77
Giardia FBPA inh with `COc1cc([N+](=O)[O-])ccc1NC(=O)Oc1ccc(NC(C)=O)cc1` is entered as 2%

In another format: two of the compounds above
Fields: Sm TGR inh, Giardia FBPA inh, HCV inh, AMA1 RON2 block, AmpC detergent, HCMV inh
O=Cc1cn(CC(O)Cn2cc(C=O)c3ccccc32)c2ccccc12
→ 3%, -9%, -6%, 3%, -2%, 77
COc1cccc(NC(=O)CCN2CCC(C(N)=O)CC2)c1
→ -7%, 14%, 10%, -5%, -8%, -22
